# STEP block: blocks human striatal-enriched tyrosine phosphatase; recombinant STEP, OMFP fluorogenic substrate, fluorescence; inhibition, % at 20 µM; 360,000 compounds, 0.25% hits;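 active = inhibition at 20 µM, scaled per plate between control wells, above about 37%, limit read from the data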;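 note: 0% = DMSO with enzyme and substrate and 100% = substrate only without enzyme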
# Target sequence (P54829 whole entry, looked up): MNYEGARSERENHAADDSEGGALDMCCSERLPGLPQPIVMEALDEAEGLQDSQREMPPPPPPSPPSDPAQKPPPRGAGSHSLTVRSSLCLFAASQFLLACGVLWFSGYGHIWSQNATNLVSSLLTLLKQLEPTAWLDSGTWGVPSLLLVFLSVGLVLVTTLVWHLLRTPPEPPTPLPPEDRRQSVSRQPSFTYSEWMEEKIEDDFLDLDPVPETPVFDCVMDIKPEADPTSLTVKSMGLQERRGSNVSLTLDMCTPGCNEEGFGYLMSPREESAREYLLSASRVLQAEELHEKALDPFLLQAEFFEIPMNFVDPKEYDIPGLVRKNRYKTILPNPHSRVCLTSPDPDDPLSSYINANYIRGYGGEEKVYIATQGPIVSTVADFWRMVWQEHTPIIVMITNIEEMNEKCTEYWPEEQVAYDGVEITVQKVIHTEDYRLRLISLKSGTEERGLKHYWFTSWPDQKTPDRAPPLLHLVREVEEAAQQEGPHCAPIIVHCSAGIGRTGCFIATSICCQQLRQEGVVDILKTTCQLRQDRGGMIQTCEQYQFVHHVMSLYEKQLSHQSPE
#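 material = STEP tyrosine phosphatase | reagent = fluorogenic phosphatase substrate OMFP at 25 µM final | doses = single compound dose of 20 µM, 1% DMSO final | schedule = 20 min reaction, room temperature, in the dark | measured by = fluorescence, 480/540 nm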
# MT1-MMP act inh: inhibitors of human MT1-MMP activation; P50281; HT1080 RFP-PRO-GFP cells, GFP/RFP ratio fluorescence, overnight; percent of plate control window, DMSO zero; GFP/RFP ratio change, % at 20 µM; 360,000 compounds, 0.061% hits;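 active = GFP/RFP ratio change of at least 30% with cell ATP level not reduced by more than half and red fluorescence within 50% of control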; note: strong numbers were not always called active
#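 Read-out: GFP/RFP fluorescence ratio; Test system: RFP-PRO-GFP reporter HT1080 cells; Compound dosing: single-point 20 µM compound, 1% DMSO; Times: overnight compound exposure at 37 °C.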
# NRP1-CendR mod: modulators of CendR peptide binding to human neuropilin-1 | O14786 | FAM-RPARPAR peptide binding to NRP-1, fluorescence polarization | inhibition, % at 25 µM | 360,000 compounds, 0.85% hits;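 active = inhibition or corrected inhibition above about 18%, plus a signal ratio from 0.5 to 1.5, limit read from the data, passing the limit was not always enough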; note: strong numbers were not always called active
# Rpn11 block: Rpn11 (human) deubiquitinase inhibition | O00487 | human 26S proteasome, Ub4-pepOG fluorescence polarization; 20S core pre-blocked with epoxomicin | calls only at 20 µM | 360,000 compounds, 0.59% hits;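 active = inhibition at 20 µM, scaled to each plate's controls, above about 33%, limit read from the data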
# Target sequence (O00487 whole entry, looked up): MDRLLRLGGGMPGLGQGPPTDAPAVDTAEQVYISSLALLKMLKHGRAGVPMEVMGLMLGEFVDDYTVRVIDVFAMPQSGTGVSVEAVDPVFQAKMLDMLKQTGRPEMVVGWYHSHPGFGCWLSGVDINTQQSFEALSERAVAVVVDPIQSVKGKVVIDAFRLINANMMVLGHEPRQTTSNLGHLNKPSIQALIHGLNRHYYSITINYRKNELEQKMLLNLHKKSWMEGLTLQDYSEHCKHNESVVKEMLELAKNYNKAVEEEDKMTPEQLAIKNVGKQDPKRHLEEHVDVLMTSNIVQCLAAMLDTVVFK
# Scp-1 inhibitor: Scp-1 (human) phosphatase inhibition | Q9GZU7 | inhibition, % at 20 µM | 340,000 compounds, 0.88% hits | Recombinant Scp1, phosphopeptide, malachite green phosphate absorbance;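 active = inhibition above about 50% at 20 µM, limit read from the data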;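 note: plate controls were DMSO wells with enzyme for no effect and wells lacking enzyme for full effect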
#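 Incubation: 45 min enzyme reaction at room temperature / System: truncated SCP-1 phosphatase (76-261aa) / Reagent: Phospho 17-mer peptide substrate / Buffer or medium: Acidic Tris acetate buffer with magnesium and detergent / Signal: absorbance at 630 nm / Doses: one concentration, 20 µM, with 1.0% DMSO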
# LMPTP inh: blocks human LMPTP phosphatase. P24666. 360,000 compounds, 0.22% hits. recombinant LMPTP-A, OMFP fluorogenic substrate, fluorescence intensity. inhibition, % at 20 µM. AID 651560;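 active = compounds that cut the enzyme signal by at least half of the control window in the single-dose screen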;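 note: plate controls were DMSO wells with enzyme plus substrate for no effect and substrate without enzyme for full effect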
#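 Assay system: LMPTP-A phosphatase enzyme | Input: 0.625 nM enzyme | Also added: Fluorogenic phosphatase substrate OMFP at 400 µM final | Compound dosing: One test concentration per compound, 20 µM, with 3% DMSO overall | Schedule: 50 min enzyme reaction at room temperature, protected from light | Signal: Fluorescence intensity | Benchmarks: no-enzyme and uninhibited controls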
# NadD block: NadD (S. aureus) enzyme inhibition; inhibition, % at 20 µM; 360,000 compounds, 0.78% hits; purified NadD enzyme, colorimetric absorbance read-out; in the data active = inhibition above about 26%; note: some compounds past the cut are filed as inactive
# SUMO1-SIM PPI: alters human SUMO1 binding to SIM partners; inhibition, % at 20 µM; P63165; 360,000 compounds, 0.33% hits; SUMO1 binding to a labelled peptide, TR-FRET, 1 h; in the data active = inhibition above about 37%
# Target sequence (P63165 whole entry, looked up): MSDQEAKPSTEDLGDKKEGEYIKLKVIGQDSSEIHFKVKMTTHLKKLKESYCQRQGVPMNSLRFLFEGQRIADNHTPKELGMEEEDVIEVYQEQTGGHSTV
# DNMT1 inh: blocks human DNA methyltransferase DNMT1. P26358. DNMT1 molecular beacon, Hinp1I cleavage, fluorescence. inhibition (reported as % activation of signal), % at 10 µM. 360,000 compounds, 0.83% hits; in the data active = inhibition above about 50%
# SKN-1 block: inhibitors of C. elegans SKN-1; 360,000 compounds, 0.49% hits; inhibition, % at 21.8 µM; C. elegans VP596 Pgst-4::GFP/RFP ratio, acrylamide-induced, 24 h;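 active = interference check ratio from 0.5 to 1.5 plus GFP to RFP signal ratio inhibition reaching or exceeding a fixed threshold, cut at about 30% in these data, passing the limit was not always enough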; note: some compounds called inactive have numbers as strong as hits
# The depositor's hits bear a star; i = inactive; nt = not tested or not shown.
STEP block	MT1-MMP act inh	NRP1-CendR mod	Rpn11 block	Scp-1 inhibitor	LMPTP inh	NadD block	SUMO1-SIM PPI	DNMT1 inh	SKN-1 block	smiles
5.1	-2.6	-0.3	i	69.4*	0.2	-4.2	2.3	0.2	4.2	O=C(Cn1c(=O)oc2cc(S(=O)(=O)N3CCCC3)ccc21)N1CCN(c2ccccc2)CC1
-2.4	-1.3	2.3	i	-2.2	0.6	1.9	-7.3	1.5	1.3	N#Cc1ccccc1NC(=O)COC(=O)CN1C(=O)C2CCCCC2C1=O (stereo not drawn)
-1.9	-8.1	5.6	i	1.3	-2.2	-3.8	1.8	0.9	-10.8	COc1ccc(CNC(=O)C2CCCN2C(=O)NCc2ccccc2)cc1 (stereo not drawn)
-1.5	4.2	2.6	i	-2.7	-0.3	4.7	0.5	0.7	19.8	O=C(COc1ccccc1)Nc1nccs1
-0.4	0.8	3.2	i	-4.8	0.1	-18.9	-0.5	2.1	5.7	CCOc1ccc(NS(=O)(=O)c2cc(C(=O)NCC3CCCO3)ccc2Cl)cc1 (stereo not drawn)
1.1	0.3	13.6	i	-6.5	0.1	-0.3	5.1	0.5	3.6	C=CCc1cc(Cl)ccc1OCCCn1ccnc1
2.3	-6.7	4.1	i	15.5	0.7	3.2	0.1	-0.5	12.5	Cc1noc(C)c1COc1ccc(C(=O)OCC(=O)N2CC3(C)CC2CC(C)(C)C3)cc1 (stereo not drawn)
-0.4	-0.6	-24.2	i	-3.0	-0.7	3.5	-6.0	90.3*	3.3	N#Cc1nnn(-c2ccc(Cl)cc2)c1N
1.0	5.2	4.4	i	1.6	-0.3	-1.1	-2.2	2.9	3.4	Cc1cc2c(cc1S(=O)(=O)N1CCCC1)n(C)c(=O)c(=O)n2C
nt	5.0	4.7	nt	nt	-1.4	-2.9	1.8	nt	3.1	C#CCNC(=O)C[C@@H]1C[C@@]2(C(=O)OCC)CCC=C2N(CCC2=CCCCC2)C1=O
-131.8	-60.6	-118.7	nt	nt	1.1	-4.2	-2.9	2.5	-77.5	CCN(CC)c1ccc2cc(C(=O)NCc3ccc(F)cc3)c(=N)oc2c1
-1.3	-6.1	9.3	i	-9.8	0.6	-3.2	-1.2	-1.2	-4.8	O=C(NCc1ccc(-c2csnn2)cc1)C1CC1
1.4	1.1	2.9	i	12.4	-0.9	-0.5	13.8	3.6	2.1	Nc1nnc(SCC(=O)Nc2ccc(Cl)c(C(=O)O)c2)s1
-0.3	7.8	1.8	i	-6.1	-0.7	8.5	20.8	5.4	18.5	CCOc1c(Cl)cc(C(=O)Nc2ccccc2C(=O)O)cc1Cl
5.7	9.3	0.5	i	0.0	-0.6	12.5	-1.4	-1.1	9.4	O=C(CSc1nnc(CNc2cccc(C(F)(F)F)c2)n1Cc1ccco1)NCc1ccco1
1.5	4.5	10.4	i	-13.7	1.1	-3.4	-19.3	1.7	-4.7	Cc1cccc(N=c2c([N+](=O)[O-])nn(-c3ccc(Cl)cc3)n2O)c1
-1.5	3.1	-15.3	i	-7.2	0.0	-1.8	-2.2	0.5	14.7	CCOc1ccc(NC(=O)CSc2ccc(-c3cccnc3)nn2)cc1
-1.2	0.6	12.7	i	2.6	0.0	-6.5	3.6	2.3	-1.1	CN(Cc1ccccc1)C(=O)COC(=O)CCC(=O)c1ccc(Cl)cc1
-1.0	0.1	11.3	i	11.6	0.1	-1.8	5.7	1.1	-7.7	COc1ccc(S(=O)(=O)N2CCN(C(=O)N3CCOCC3)C2C)cc1 (stereo not drawn)
-1.0	-1.3	4.3	i	-14.0	-1.0	-4.8	29.2	1.3	-5.0	CCOC(=O)CCNCc1ccc(OC)c(OC)c1

# Quoted at random: 2 records from the list
STEP block	MT1-MMP act inh	NRP1-CendR mod	Rpn11 block	Scp-1 inhibitor	LMPTP inh	NadD block	SUMO1-SIM PPI	DNMT1 inh	SKN-1 block	smiles
-1.0	-1.3	4.3	i	-14.0	-1.0	-4.8	29.2	1.3	-5.0	CCOC(=O)CCNCc1ccc(OC)c(OC)c1
-0.3	7.8	1.8	i	-6.1	-0.7	8.5	20.8	5.4	18.5	CCOc1c(Cl)cc(C(=O)Nc2ccccc2C(=O)O)cc1Cl

# Further structures follow:
STEP block	MT1-MMP act inh	NRP1-CendR mod	Rpn11 block	Scp-1 inhibitor	LMPTP inh	NadD block	SUMO1-SIM PPI	DNMT1 inh	SKN-1 block	smiles
-0.9	-0.9	1.1	i	5.3	-1.7	-2.2	2.3	2.1	-12.8	CCOc1ccc(S(=O)(=O)N2CCCC(C(=O)NCc3ccncc3)C2)cc1Cl (stereo not drawn)
-1.5	0.4	4.3	i	1.5	-1.9	4.3	3.7	2.0	-4.6	COc1ccc(NC(=O)COC(=O)CNS(=O)(=O)c2ccc(F)c(F)c2F)cc1OC
-1.3	0.2	-1.8	i	nt	3.4	-9.0	2.3	-17.4	4.1	CCCCCCN1C[C@@H](n2cc(-c3ccc(F)cc3)nn2)[C@H](O)C[C@@H]1c1ccc(OC)cc1
6.1	8.8	-7.1	i	-10.3	-4.2	-2.7	6.7	-1.8	-4.9	Cn1c(NCCCN2CCOCC2)nc2c1c(=O)n(Cc1ccc(Cl)c(Cl)c1)c(=O)n2C
1.3	12.9	16.4	i	nt	2.1	8.8	-0.7	20.2	4.4	Cn1c(NCCOc2ccccc2)nc2cc(-c3ccc(F)cc3)sc2c1=O
-1.9	-0.4	4.9	i	9.8	-1.1	-9.3	-0.1	-8.9	-18.6	Cc1[nH]c2ccc(-c3nnc(SCC(=O)NCc4ccco4)n3Cc3ccccc3)cc2c1C
-3.5	2.0	3.5	i	4.2	1.3	-1.2	1.6	-6.9	-10.0	O=C(CO/N=C/c1ccc(OC(F)F)cc1)NCc1ccco1
1.3	7.0	4.6	i	3.2	1.7	-4.5	0.7	-11.4	9.5	CCc1ccc(N(CC(=O)Nc2ccc(NC(C)=O)cc2)S(=O)(=O)c2ccccc2)cc1
1.9	2.4	17.9	i	-1.1	-0.7	0.7	1.4	1.4	9.9	CN(C)c1nc(NCc2ccccc2)nc(Oc2ccc(=O)[nH]n2)n1
-2.5	-2.1	9.9	i	-3.2	-2.9	-4.9	-4.4	-0.5	23.2	O=S(=O)(c1ccc(N2CCN(CCO)CC2)nc1)N1CCCCC1
3.8	-9.9	-4.2	i	-12.7	2.9	-6.7	-1.7	-0.1	4.6	CCOc1ccccc1NC(=S)NC(=O)C1CCCCC1
1.8	2.2	8.5	i	-0.4	0.6	-4.0	-22.8	-3.8	6.9	O=C(NCC1CCCO1)c1cc(-c2ccncc2)nc2ccc(S(=O)(=O)N3CCOCC3)cc12 (stereo not drawn)
0.5	4.7	8.2	i	-12.2	-1.9	2.0	12.6	-2.3	-1.5	CCCCC(CCC(=O)O)(C(=O)OCC)c1csc(N)n1 (stereo not drawn)
0.3	0.3	7.7	i	-5.6	0.6	-7.2	-3.3	-3.2	13.2	CCOC(=O)CN(C(=O)Cn1nnc(-c2ccc(C)cc2)n1)C(CC)C(=O)NC1CCCC1 (stereo not drawn)
-3.2	-2.9	-8.0	i	-6.0	-3.0	3.4	-1.4	-1.4	10.1	CC(C)(C)c1ccc(S(=O)(=O)NCC(=O)N2CCCC2)cc1
0.7	5.5	4.6	i	-11.7	3.4	-6.3	5.2	-3.6	-9.2	COc1cc(Cl)ccc1OCc1cc(C(=O)N2CC[C@@H]3CCCC[C@H]3C2)no1
13.9	13.8	-5.3	i	-0.7	7.2	20.1	1.3	-13.4	18.1	COc1ccc2c(c1)c(/C=N/Nc1nc3ccccc3[nH]1)c(C)n2C
-2.7	1.4	-7.5	i	-14.0	3.9	-2.4	1.9	-16.0	0.1	Cc1cc(C)c(O)c(-c2n[nH]c3c2C(c2cccc(O)c2)N(Cc2ccco2)C3=O)c1 (stereo not drawn)
-2.9	-0.7	0.2	i	-7.1	-0.8	-8.9	-1.7	-4.4	4.9	C/C(=N\O)C1CC(CC(=O)O)C1(C)C (stereo not drawn)
0.9	2.0	0.9	i	-3.2	-1.1	-0.5	1.0	-1.2	-7.1	Cc1ccc(Cn2ccc(NC(=O)c3nn(C)cc3Cl)n2)cc1
-1.9	0.0	-8.2	i	3.4	-1.4	-3.5	-3.7	3.8	-13.3	CCOc1ccccc1C1C(C(N)=O)=C(C)Nc2nc(CCCO)nn21 (stereo not drawn)
1.2	2.3	-4.9	i	0.1	-4.1	5.9	-19.5	1.1	4.3	Cc1ccc(S(=O)(=O)NN2C(=O)/C(=C/c3cccnc3)SC2=S)cc1
-0.4	4.1	14.9	i	3.4	0.3	-1.4	6.6	10.5	9.0	O=S(=O)(c1cccc(-c2cn3ccccc3n2)c1)N1CCCCC1
-4.4	0.6	8.4	i	-4.8	-0.3	-3.0	2.3	2.5	-12.3	COc1ccc(NC(=O)c2cc(CC(C)C)on2)cc1OC
-3.7	0.1	-15.7	i	-3.0	-1.2	1.9	3.3	-3.9	6.0	O=C(c1ccco1)N1CCN(c2cccc(Cl)c2)CC1
0.8	0.2	1.4	i	1.8	-0.6	-3.5	4.0	-2.2	-3.4	O=C(Nc1nc2ccccc2s1)C1CCN(C(=O)c2ccco2)CC1
-0.4	1.3	10.7	i	-5.6	0.1	-1.5	0.9	-1.1	17.4	Cc1nc(-c2ccc3c(c2)OCCO3)cs1
1.3	0.2	0.1	i	-6.0	0.6	-7.3	3.4	0.8	-3.4	Cc1cc(C)c(C)c(S(=O)(=O)N2CCN(C(=S)NCC3CCCO3)CC2)c1C (stereo not drawn)
0.6	1.3	0.8	i	-12.8	-0.6	-0.1	-0.8	-16.0	10.6	COc1ccc(C2OCC3(O)C(c4ccc(OC)c(OC)c4)OCC23)cc1OC (stereo not drawn)
1.7	3.1	-1.2	i	33.6	2.3	9.7	9.7	-5.5	-6.6	Cn1cccc1Cc1nnc(SCC(=O)NCc2ccccc2)n1-c1ccc(F)cc1
-0.6	1.3	20.9	i	-7.7	2.4	3.2	0.9	10.2	0.1	COc1cc(/C(=C/c2ccccc2)c2ccccc2)c2c(c1)oc1ccccc12
4.0	-1.4	15.9	i	1.1	-0.4	-2.8	-2.6	0.9	-14.5	CC1CCC2(CC1)NC(=O)N(CC(=O)c1ccc3c(c1)OCO3)C2=O (stereo not drawn)
-4.7	0.6	3.8	i	2.7	-0.8	-7.2	0.8	4.8	-1.4	Cc1ccc(-c2nc(CS(=O)CC(=O)NCCCN3CCN(Cc4ccccc4)CC3)c(C)o2)cc1 (stereo not drawn)

# Looked up above:
# In SKN-1 block, COc1cc(/C(=C/c2ccccc2)c2ccccc2)c2c(c1)oc1ccccc12 is listed with 0.1
# In NRP1-CendR mod, COc1ccc(NC(=O)c2cc(CC(C)C)on2)cc1OC is listed with 8.4
# In SUMO1-SIM PPI, O=C(Nc1nc2ccccc2s1)C1CCN(C(=O)c2ccco2)CC1 is listed with 4.0
